High-throughput results as filed in PubChem BioAssay.
KDM5B inhibitor: blocks human KDM5B histone demethylase activity | Q9UGL1 | KDM5B demethylase, FDH-coupled NADH fluorescence (FDH is formaldehyde dehydrogenase) | Potency, µM (titrated, usually from 57.7 µM), for the others: at the top dose activity change, negative = inhibition, most hits filed as inhibitors | actives 2.6% (n = 220,000) | AID 1347165; active means well fitted inhibition curve with a large enough effect; inconclusive means small, poorly fitted or top-dose-only effect; inactive means no such curve, though single readings can be large or run the other way; further: 0% is about no effect; nearly all actives have a fitted effect of over 70% in size
Target sequence (Q9UGL1 whole entry, looked up): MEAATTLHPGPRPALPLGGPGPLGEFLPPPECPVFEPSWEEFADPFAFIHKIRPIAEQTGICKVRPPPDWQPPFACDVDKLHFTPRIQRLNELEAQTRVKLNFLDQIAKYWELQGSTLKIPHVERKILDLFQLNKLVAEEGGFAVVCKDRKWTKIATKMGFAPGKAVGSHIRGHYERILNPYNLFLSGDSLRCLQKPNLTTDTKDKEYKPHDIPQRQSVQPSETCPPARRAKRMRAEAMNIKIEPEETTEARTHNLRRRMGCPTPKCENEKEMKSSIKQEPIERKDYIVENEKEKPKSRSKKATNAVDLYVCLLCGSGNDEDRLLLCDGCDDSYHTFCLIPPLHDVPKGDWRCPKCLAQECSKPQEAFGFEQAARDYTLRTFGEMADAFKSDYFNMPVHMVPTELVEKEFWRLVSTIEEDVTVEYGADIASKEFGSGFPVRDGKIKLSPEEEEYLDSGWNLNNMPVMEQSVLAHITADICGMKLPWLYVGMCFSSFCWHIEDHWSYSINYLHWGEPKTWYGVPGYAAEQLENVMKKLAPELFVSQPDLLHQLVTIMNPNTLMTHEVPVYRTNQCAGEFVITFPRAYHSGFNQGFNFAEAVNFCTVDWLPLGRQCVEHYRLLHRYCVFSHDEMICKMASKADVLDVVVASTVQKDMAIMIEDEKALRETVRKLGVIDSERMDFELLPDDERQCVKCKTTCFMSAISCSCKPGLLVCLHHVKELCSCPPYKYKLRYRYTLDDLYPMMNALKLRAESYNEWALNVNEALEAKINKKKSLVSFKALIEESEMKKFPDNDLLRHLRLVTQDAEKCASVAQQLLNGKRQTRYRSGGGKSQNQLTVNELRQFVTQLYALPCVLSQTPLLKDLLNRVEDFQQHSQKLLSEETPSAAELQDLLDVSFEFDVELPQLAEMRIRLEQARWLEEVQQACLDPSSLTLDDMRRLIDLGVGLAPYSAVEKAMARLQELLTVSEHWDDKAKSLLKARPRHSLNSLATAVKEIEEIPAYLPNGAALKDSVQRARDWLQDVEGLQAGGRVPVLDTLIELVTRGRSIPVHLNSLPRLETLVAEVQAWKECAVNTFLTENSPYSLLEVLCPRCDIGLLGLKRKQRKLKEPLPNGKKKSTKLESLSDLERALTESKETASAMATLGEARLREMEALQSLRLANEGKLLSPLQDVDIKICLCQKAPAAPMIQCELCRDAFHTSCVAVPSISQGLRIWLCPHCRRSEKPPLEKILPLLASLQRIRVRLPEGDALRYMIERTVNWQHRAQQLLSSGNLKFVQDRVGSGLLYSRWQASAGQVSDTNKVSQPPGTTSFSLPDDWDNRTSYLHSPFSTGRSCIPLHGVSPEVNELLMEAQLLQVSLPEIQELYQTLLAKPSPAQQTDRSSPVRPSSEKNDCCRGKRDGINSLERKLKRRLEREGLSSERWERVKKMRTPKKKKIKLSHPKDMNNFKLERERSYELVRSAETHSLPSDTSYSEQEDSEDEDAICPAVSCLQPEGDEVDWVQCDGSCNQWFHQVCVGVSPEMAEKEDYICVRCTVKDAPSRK
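qHTS format, multiple compound concentrations. Buffer 50 mM HEPES pH 7.5/0.01% Tween-20; 200 nM KDM5BΔAP final; 10 min compound preincubation; substrate-mix levels 12.5 µM peptide, 25 µM α-KG, 0.25 mM NAD⁺; 30 min RT; ΔRFU.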
The depositor's hits bear a star; ? = inconclusive; & = joins results of further samples; [ ] = dose if it differs, or a comment. Potency means the concentration at half of the fitted maximal effect. This is a subset; count on the stated rates, not on these rows.

smiles | KDM5B inhibitor
COCCN1CCC(N2CCN(C(=O)C3CC3)CC2)C1=O (configuration not stated) | -5%
Cc1ccc(NC(=O)c2ccc(-c3ccccc3)s2)cc1 | ?
CN1C(=O)[C@@H]2C[C@@H](CN2Cc2ccnc3ccccc23)Oc2ccccc21 | ?
NC(=O)C1CCN(C(=O)c2cc(-c3ccc(-c4ccccc4)cc3)nc3ccccc23)CC1 | ?
COc1cccc(C2CC(=O)Nc3c2c(=O)n(C)c2nc4ccccc4n32)c1OC (configuration not stated) | ?
CCNC(=O)N1CCC(c2noc(-c3ccncc3)n2)C1 (configuration not stated) | 12%
CCCN(CCC)C(=O)c1c[nH]c2ccc(S(=O)(=O)Nc3cc(C)cc(C)c3)cc2c1=O | ?
CNc1snc(C)c1C(=O)NCCc1cc(OC)ccc1OC | -9%
CCC1CCc2sc(C(=O)NC3CC3)cc2C1 (configuration not stated) | 8%
COc1ccc(C(=O)N2CCC3(CC2)NC(=O)c2ccccc2O3)cc1 | 5%[86.2 µM]
Cc1nc(N2CCCCC2)n(CC(=O)Nc2ccc(Cl)cc2)c(=O)c1C | -6%
O=C(c1cccs1)N1CCC2(CC1)NC(=O)N(Cc1ccc(F)cc1)C2=O | 22%
O=C(CCc1ccccc1)N1CC(Oc2ccc(-c3noc(C4CC4)n3)cc2)C1 | -27%
COCCCNC(=O)Cn1nc(C)c2ccccc2c1=O | 6%
CCCOc1ccc(CNC(=O)C2CCN(c3nc4ccccc4nc3C(F)(F)F)CC2)cc1 | -2%
COc1ccc(NS(=O)(=O)c2ccc3c(c2)C(C(C)C)C(=O)N3)cc1 (configuration not stated) | ?
CC(=O)NCc1ccc(C(=O)CSc2nnc(C3CC3)n2C2CC2)cc1 | -6%
COC(=O)c1ccccc1NC(=O)CN1N=C(c2ccccc2)c2cc(Cl)ccc2S1(=O)=O | 18%
CC(=O)N1CCC(C(=O)Nc2cccc(S(=O)(=O)N3CCCC3)c2)CC1 | -23%
Cc1c(Cl)cccc1NC(=O)C(C)n1nnc2sc3c(c2c1=O)CCCC3 (configuration not stated) | -9%
O=C1CCN(C(=O)C2CCN(C(=O)c3cccs3)CC2)CCCCCCN1 | -16%
N#Cc1ccc(N2C[C@@H]3OCC(=O)N(CC4CCCCC4)[C@@H]3C2)nc1 | 35µM*
CCCS(=O)(=O)N1CCC(N2CC(OCC3CC3)C23CCOCC3)CC1 (configuration not stated) | -24%
COc1ccc(C(=O)OCc2ccc(Br)cc2)c(OC)c1 | -17%
O=S(=O)(Nc1nc2ccccc2nc1NCC1CCCO1)c1ccccc1 (configuration not stated) | ?
CCCCN(C)CCNC(=O)c1cc2c(-c3ccccc3F)nn(C)c2s1 | ?
COc1ccc(NC(=O)c2cc(=O)c3ccc(C)cc3o2)c(OC)c1 | -7%
O=C(NCCc1c[nH]c2ccc(Cl)cc12)c1ccccc1 | -17%
CNC(=O)c1cc[nH]c1C1CCCN(C(=O)c2noc(C)c2Cn2cccn2)C1 (configuration not stated) | -30%
CCOC(=O)c1noc2nc(C)n(Cc3cccc([N+](=O)[O-])c3)c(=O)c12 | -24%
CCNc1ccnc(NC2CCCc3c2cnn3-c2ccc(C)c(C)c2)n1 (configuration not stated) | -14%
Cc1ccc(C)c(S(=O)(=O)N/N=C/c2ccc(N3CCOCC3)cc2)c1 | 1%
COc1ccc(C(O)P(=O)(OC(C)C)c2ccc(N(C)C)cc2)c(OC)c1 (configuration not stated) | ?
COc1cccc(C(=O)Nc2cccc(-c3nnc4n3CCCC4)c2)c1OC | 3%
COc1ccc(C(=O)N2C[C@@H](Oc3cccnc3)C[C@H]2C(N)=O)c(OC)c1 | 4%
Cc1cn2cc(C(=O)N(CCCn3ccnc3)Cc3cccnc3)ccc2n1 | ?
O=C(NCC1CCCO1)c1ccccc1-c1nc(-c2ccc(Cl)cc2)no1 (configuration not stated) | 12%
CN(Cc1cccc(F)c1)C(=O)COc1ccc2c(C(F)(F)F)cc(=O)oc2c1 | ?
Cc1nn(Cc2ccccc2)c(C)c1[C@@H]1C=C[C@@H](NC(=O)CC2(CC(=O)O)CCCC2)C1 | -3%
O=C(Nc1ccc(F)c(Cl)c1)N1CCC(Oc2ncccc2C(=O)N2CCCCC2)C1 (configuration not stated) | -2%
COC(=O)c1sc(NC(=O)CN2c3ccccc3CC2C)c(C(=O)OC)c1C (configuration not stated) | 15%
CC(C)CN1C(=O)c2cccn2CC1C(=O)N1CCCC1 (configuration not stated) | ?
COc1cc(C2c3c(-c4c(C)cc(C)cc4O)n[nH]c3C(=O)N2CCCOC(C)C)cc(OC)c1OC (configuration not stated) | -20%
Cc1ccc(C)c(NC(=O)C(C)NS(=O)(=O)c2ccc3c(c2)CCN3C(=O)N2CCCC2)c1 (configuration not stated) | 16%
CCc1nc(N2CCN(C(=O)CN3CCOCC3)CC2)c(C#N)c2c1COC(C)(C)C2 | ?
Cc1c(-c2ccccc2)oc2c(C(=O)NCCN(C)C)cccc2c1=O | 8%
COc1ccc(C(=O)N2CCCCCCNC(=O)[C@@H]3C[C@@H](c4nc(-c5cccnc5)no4)C[C@@H]32)cc1 | 13%
O=C(NCC1CC1)c1c(OCC2CC2)cc(=O)n2c1CCCCC2 | 6%
CC1=NS(=O)(=O)N(Cc2ccc(Cl)cc2)C=C1C(=O)O | 22%
C=CCNc1nnc(SCc2coc(-c3ccccc3)n2)s1 | 10%
Cn1c(=O)c2c(nc(Cl)n2CCC#N)n(C)c1=O | 11%
O=C(CSc1nnnn1C1CCCCC1)Nc1cccc(CN2CCSCC2)c1 | 9%
CCN1CCN(c2ccc(NC(=O)c3cc(Cl)ccc3OC)cc2)CC1 | -11%
CC(=O)Nc1nc(C)c(Oc2ccc(C)cc2)c(=O)[nH]1 | 21%
COc1ccc(-c2noc(CC3CCN(C(=O)c4ccc(OC)c(OC)c4)CC3)n2)cc1 | -3%
CN(Cc1cccs1)C(=O)/C=C/c1ccc(C#N)cc1 | -14%
CCN(CC)CC[C@H]1CN(C(=O)Nc2ccccc2)CC[C@H]1CC(=O)O | -14%[86.2 µM]
CCOc1ccccc1CNC(=O)C1CCN(c2nnc(N3CCCC3=O)s2)CC1 | 14%
COCCN1C(=O)c2ccccc2C(C(=O)Nc2nc(C(=O)OC)c(C(C)C)s2)C12CCCC2 (configuration not stated) | -12%
Cc1cc(C(=O)NCCc2ccc(Cl)cc2)c2c(C)nn(-c3ccccc3)c2n1 | 9%

(listing goes on)
smiles | KDM5B inhibitor
Clc1ccc(CNc2nc3ccccc3c3nc(-c4cccnc4)nn23)cc1 | -10%
CCOc1cc(C2Sc3ccccc3NC3=C2C(=O)c2ccccc23)ccc1O (configuration not stated) | ?
CN(Cc1ccccn1)C1CCOc2ccccc21 (configuration not stated) | 3%[86.2 µM]
CCc1noc([C@@H]2CC(F)(F)CN2)n1 | ?
O=C(CCc1nc2ccc(Cl)cc2[nH]1)NCCc1noc(-c2cccnc2)n1 | -11%
Cc1cc2nc(CSCC(=O)Nc3cccc(C)c3C)cc(=O)n2o1 | -6%
COc1ccc(NC(=O)CN2CCN(CC(=O)Nc3ccccc3F)CC2)c(OC)c1 | 0%
CC(C)(C)N1CC(C(=O)Nc2ccc(S(N)(=O)=O)cc2)CC1=O (configuration not stated) | -4%
CCc1cccc(C)c1NC(=O)CC12CC3CC(CC(C3)C1)C2 | -16%
COc1cc(C2c3c(-c4cc(C)ccc4O)n[nH]c3C(=O)N2Cc2ccco2)cc(OC)c1OC (configuration not stated) | -24%
COCCOc1cc(-c2noc([C@@H]3CCCN3C3CCN(C(C)=O)CC3)n2)ccn1 | -15%[86.2 µM]
CCCN1Cc2cccc(C(=O)Nc3ccc(F)c(Cl)c3)c2C1=O | 7%
CN(CCCc1cnn(C)c1)C(=O)[C@H]1CNC[C@@H](C(=O)N2CCOCC2)C1 | -11%
COc1ccc(S(=O)(=O)N2CCCC(C(=O)NCCCn3ccnc3)C2)cc1OC (configuration not stated) | 15%
CCOC(=O)Cn1nc2sc3ccccc3n2c(=O)c1=O | ?

Some of the entries above, reformatted:
> COCCN1CCC(N2CCN(C(=O)C3CC3)CC2)C1=O (configuration not stated)
  KDM5B inhibitor = -5%

> CCOc1cc(C2Sc3ccccc3NC3=C2C(=O)c2ccccc23)ccc1O (configuration not stated)
  KDM5B inhibitor = ?

> Clc1ccc(CNc2nc3ccccc3c3nc(-c4cccnc4)nn23)cc1
  KDM5B inhibitor = -10%

More structures:
smiles | KDM5B inhibitor
O=C(NCC(c1ccccc1)c1c[nH]c2ccccc12)c1ccc[n+]([O-])c1 (configuration not stated) | -9%
Cn1nccc1-c1ncc2c(n1)OCCN(Cc1ccc(F)cc1F)C2=O | 17%[86.2 µM]
COC1CN(c2ccc(C)cc2)C12CCN(C(=O)C1CCCC1)CC2 (configuration not stated) | ?
O=C1C(=O)N(CCN2CCOCC2)C(c2ccccc2)/C1=C(\O)c1ccc2c(c1)OCCO2 (configuration not stated) | ?
COc1ccc(-c2cc(C(=O)NCc3c(C)cc(C)[nH]c3=O)c3c(c2)N(C)CCO3)cn1 | 35µM*
Cc1cc(C)c2c(-n3cccc3)c(C(=O)NCCCN3CCCCC3C)sc2n1 (configuration not stated) | ?
COc1ccc(C(=O)N2CCCn3nc(C)c(-c4ccccc4C(C)C)c32)cn1 | 25%[86.2 µM]
Cc1ccc(C(=O)Cn2c(Br)nc3c2c(=O)n(C)c(=O)n3C)cc1 | -25%
O=C(CN1CCCc2cc(F)cc(F)c21)Nc1cccc2nsnc12 | -12%
O=C(c1ccc(Cl)cc1)c1ccccc1C(=O)N1CCN(C(=O)C2CC2)CC1 | 22%
COC(=O)c1sc(SC)c(-c2ccon2)c1C | -3%
C/C(CC1(O)C(=O)Nc2ccccc21)=N/O (configuration not stated) | -7%
COc1cccc(C2CCCCN(C)C2=O)c1 (configuration not stated) | 8%
Cc1ccc(C(=O)N2CC(CO)C3(CCNCC3)C2)c(C)c1 (configuration not stated) | -19%
CC(C)CC(=O)N=C1SC2CS(=O)(=O)CC2N1Cc1ccccc1Cl (configuration not stated) | 3%
Fc1ccc(-c2csc(-c3ccncc3)n2)cc1 | 18%
CC(C)c1ccc(NC(=O)COC(=O)CC2CCCC2)cc1 | -15%&0%
COc1ccc(Nc2c(-c3cccc(O)c3)nc3cnccn23)cc1 | -22%
CCc1ccc2c(C)nc(Nc3nc(C)c(CCC(C)C)c(=O)[nH]3)nc2c1 | 10%
CC(C)c1noc([C@@H]2C[C@H]3C(=O)NCCCCCCN(C(=O)CCC4CCCC4)[C@H]3C2)n1 | -22%
Cc1ccc(NC(=O)CC(C)S(=O)(=O)c2ccc3c(c2)NC(=O)CO3)cc1Cl (configuration not stated) | -8%
Cc1[nH]c2ccc(Cl)cc2c1C(=O)CCl | 0%
Cc1ccc(NC(=O)C2CCCN(S(=O)(=O)c3cccc4nsnc34)C2)c(C)c1 (configuration not stated) | -10%
CC(C)NC(=O)c1cc(Cl)ccc1OCc1ccccc1 | 18%
CC(=O)c1c(C)oc2cc(C)c(NS(=O)(=O)c3ccc(C(C)(C)C)cc3)cc12 | -6%
COc1ccc(C)cc1NC(=O)c1oc2ccc(S(=O)(=O)N3CCC4(CC3)OCCO4)cc2c1C | -13%
Cc1ccc(SC2CCN(Cc3cc4n(n3)CCNC4)CC2)cc1 | -4%
Cc1c(-c2nsc(NC(=O)c3ccc(Cl)cc3)n2)nnn1-c1ccc(C(C)C)cc1 | 8%
O=C(CCc1ncc(-c2ccccc2)o1)N1CCc2ccccc21 | 11%
O=C(Nc1ccc(Br)cc1)C1CCCN1S(=O)(=O)c1ccc(F)cc1 (configuration not stated) | -20%

Ordered by number of heavy atoms (descending): some entries from above
smiles | KDM5B inhibitor
Cc1ccc(NC(=O)C2CCCN(S(=O)(=O)c3cccc4nsnc34)C2)c(C)c1 (configuration not stated) | -10%
O=C(Nc1ccc(Br)cc1)C1CCCN1S(=O)(=O)c1ccc(F)cc1 (configuration not stated) | -20%
O=C(CCc1ncc(-c2ccccc2)o1)N1CCc2ccccc21 | 11%

The list continues.
smiles | KDM5B inhibitor
Cc1ccccc1CNC(=O)c1cc2cccc3c2n1CC(C)S3 (configuration not stated) | ?
CCCC(O)c1nc2ccccc2n1Cc1ccccc1OC (configuration not stated) | -18%
O=C(Nc1ccccc1)C1=C(N2CCN(c3ccc(F)cc3)CC2)c2ccccc2S1(=O)=O | 7%
Cc1ccc(Cl)cc1N1CCN(C(=O)CCn2ccn3nc4c(c3c2=O)CCCC4)CC1 | ?
CN(CCCO)C(=O)c1cccc(CC2CCNCC2)c1 | -13%
CC(C)OCCCNc1nc2c(c(=O)n(C)c(=O)n2C)n1Cc1ccccc1Cl | 10%
Cc1ccc(OCCN2CCN(c3ncnc4scc(-c5ccccc5)c34)CC2)cc1 | 14%
C=CCSC1=N/C(=C\c2ccc(C(C)C)cc2)C(=O)S1 | -6%
C/C(=N\O)c1ccc2ccccc2c1 | ?
O=C(NCc1ccco1)c1cc(S(=O)(=O)C2CCS(=O)(=O)C2)ccc1F (configuration not stated) | 10%
COCCC1(CO)CCCN(C(=O)c2cc(C3CC3)[nH]n2)C1 (configuration not stated) | 25%
Cc1ccc(Cn2c(=O)n(CC3CCC(C(=O)N4CCC(C)CC4)CC3)c(=O)c3sccc32)cc1 (configuration not stated) | -11%
C=Cn1cccc1-c1ccc(OC)cc1 | -14%
